Jurkat NFkB inh: inhibitors of the PMA/ionomycin-induced NF-kB reporter in Jurkat cells; PMA/ionomycin-induced NF-kB luciferase reporter, luminescence; inhibition, % at 4 µM; 0.53% of 330,000 active
SENP8 inh: inhibitors of human SENP8 protease; purified SENP8, Z-RLRGG-aminoluciferin cleavage, luminescence; inhibition, % at 10 µM; 1.2% of 330,000 active; AID 2540
Apaf-1 inh: human Apaf-1 inhibition; O14727; reconstituted apoptosome caspase-3 activity, DEVD-Rh110 fluorescence; inhibition, % at 20 µM; 0.71% of 330,000 active; active = inhibition of at least 40% at 20 µM;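 note: plate controls were DMSO wells for no effect and DEVD-CHO caspase inhibitor wells for full effect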
Target sequence (O14727 whole entry, looked up): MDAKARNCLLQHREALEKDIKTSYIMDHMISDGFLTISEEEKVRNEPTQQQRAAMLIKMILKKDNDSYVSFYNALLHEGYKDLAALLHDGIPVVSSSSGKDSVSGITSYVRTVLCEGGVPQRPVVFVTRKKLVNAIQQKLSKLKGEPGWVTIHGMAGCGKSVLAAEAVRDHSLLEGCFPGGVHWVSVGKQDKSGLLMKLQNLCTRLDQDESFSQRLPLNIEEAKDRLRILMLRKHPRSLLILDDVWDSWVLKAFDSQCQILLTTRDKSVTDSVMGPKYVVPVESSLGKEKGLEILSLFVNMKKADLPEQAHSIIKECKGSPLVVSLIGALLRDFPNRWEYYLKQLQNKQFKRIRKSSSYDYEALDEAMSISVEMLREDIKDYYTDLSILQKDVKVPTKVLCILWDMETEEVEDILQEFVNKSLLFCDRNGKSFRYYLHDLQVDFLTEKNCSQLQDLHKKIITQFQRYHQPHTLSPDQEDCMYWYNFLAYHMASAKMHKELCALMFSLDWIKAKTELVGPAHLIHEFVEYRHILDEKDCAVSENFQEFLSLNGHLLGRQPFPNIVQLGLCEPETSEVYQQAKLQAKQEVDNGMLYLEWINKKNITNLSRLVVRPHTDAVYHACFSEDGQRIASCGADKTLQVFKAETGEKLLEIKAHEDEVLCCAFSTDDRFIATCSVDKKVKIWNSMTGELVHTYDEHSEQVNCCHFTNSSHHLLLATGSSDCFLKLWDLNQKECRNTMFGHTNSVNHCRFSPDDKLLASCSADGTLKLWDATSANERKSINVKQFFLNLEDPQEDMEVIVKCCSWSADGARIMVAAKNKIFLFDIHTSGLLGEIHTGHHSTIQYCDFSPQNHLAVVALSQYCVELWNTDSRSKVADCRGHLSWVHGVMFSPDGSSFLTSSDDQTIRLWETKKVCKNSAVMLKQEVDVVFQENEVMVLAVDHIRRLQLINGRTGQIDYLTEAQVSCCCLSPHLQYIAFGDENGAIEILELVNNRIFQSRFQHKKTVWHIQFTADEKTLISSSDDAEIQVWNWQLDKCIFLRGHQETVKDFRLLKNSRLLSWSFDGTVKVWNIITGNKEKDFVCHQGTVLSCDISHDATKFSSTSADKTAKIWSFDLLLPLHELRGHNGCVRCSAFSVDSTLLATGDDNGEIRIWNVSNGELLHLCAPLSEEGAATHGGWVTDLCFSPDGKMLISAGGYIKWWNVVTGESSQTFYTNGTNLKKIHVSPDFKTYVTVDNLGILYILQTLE
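Medium: Hepes buffer, pH 7.5 / System: biochemical Apaf-1 apoptosome reconstitution / Measured by: Rh110 fluorescence, excitation 480 nm, emission 540 nm / Times: compound with Apaf-1, dATP, procaspase-3 30 min, then 50 min reaction, room temperature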
UBC13 polyUb: human UBC13 polyubiquitination inhibition. inhibition, % at 20 µM. UBC13 polyubiquitin chain formation, TR-FRET. 0.47% of 330,000 active. P61088; in the data active = inhibition above about 45%, passing the limit was not always enough; inconclusive = no clear call, values can overlap the other calls
SENP7 inh: SENP7 protease inhibition | recombinant SENP7, Z-RLRGG-aminoluciferin luminescence, 40 min | AID 434973 | 1.5% of 330,000 active | inhibition, % at 5 µM | Q9BQF6;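 active = inhibition above about 50% at the single test dose, limit read from the data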;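 note: plate controls were DMSO with enzyme for no effect and no enzyme buffer wells for full effect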
Gli-Sufu block: blocks Gli-Sufu signaling in a luciferase reporter; Sufu-KO-LIGHT fibroblasts, Gli luciferase reporter luminescence; 0.74% of 340,000 active; inhibition, % at 5 µM; AID 588413;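 active = inhibition above about 55%, limit read from the data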;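 note: 0% = DMSO-treated cells and 100% = wells with medium but no cells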
HKDC1 inhibitor: HKDC1 (human) hexokinase inhibition | AID 493160 | inhibition, % at 20 µM | 0.16% of 340,000 active | recombinant HKDC1, G6PDH/diaphorase resazurin coupled fluorescence | Q2TB90;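 active = inhibition above about 35% when tested at 20 µM, limit read from the data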;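 note: plate controls were DMSO wells with enzyme for no effect and DMSO wells lacking enzyme for full effect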
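test system = in-house recombinant HK5 (HKDC1) enzyme | amount = HKDC1 at 5 µg/mL | control set = DMSO-enzyme wells negative, buffer-substituted wells positive | compound = one dose of 20 µM, 1% DMSO | schedule = reaction time 90 min, room temperature, protected from light | technique = resorufin fluorescence at 613 nm | reagent = glucose with 1 mM ATP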
697 NFkB inh: lowers PMA/ionomycin-induced NF-kB signal in 697 B cells; 697 B-cell NF-kB luciferase reporter, 16 h; inhibition, % at 4 µM; 0.33% of 330,000 active; AID 435022; in the data active = inhibition above about 35%
Active calls of the source: *; u = inconclusive. Cut-off read from the data, not from the text of the source, unless noted: active = inhibition above about 50%; inactive = the rest.

SMILES	Jurkat NFkB inh	SENP8 inh	Apaf-1 inh	UBC13 polyUb	SENP7 inh	Gli-Sufu block	HKDC1 inhibitor	697 NFkB inh
NC(=O)Nc1ccc(C(=O)OCC(=O)Nc2sccc2C(N)=O)cc1	6	-3	4	12	-2	-8	-7	23
NC(=O)c1ccccc1N/C=C/C(=O)c1ccc(Cl)cc1	-106	64*	18	0	93*	-102	-3	-243
O=C(COC(=O)CNC(=O)c1ccc(Cl)cc1)Nc1ccc(Cl)cc1C(F)(F)F	-10	4	-2	5	-2	5	-13	-5
Cc1cc(C)cc(NC(=O)CCC(=O)N2CCSc3ccccc32)c1	-3	-6	12	-2	6	-2	-4	8
CCCCN1CCN=C1N(C)C	-17	6	-5	-4	-3	-2	2	9
Cc1cc(C)cc(NC(=O)CN2CCCN(S(=O)(=O)c3ccc(Br)s3)CC2)c1	-3	-8	10	-1	-6	6	16	-23
COc1ccccc1C(=O)NS(=O)(=O)c1ccc(C)cc1	7	-4	-3	7	-1	0	-2	25
O=C(Nc1ccc(Cl)c(Cl)c1)Nc1ccon1	53*	4	21	8	10	-18	2	-18
CCOC(=O)c1[nH]c2ccccc2c1NC(=O)C1CCCC1	-15	-5	10	-6	5	-2	4	5
CC(=O)N(Cc1ccccn1)Cc1ccco1	-3	0	-2	-1	2	1	-1	9
O=C(CCCCCNC(=O)N1CCn2c1nc1ccccc12)NCc1ccccc1	-5	-11	11	-5	-13	-15	-4	-23
CCC(=O)Nc1ccc(SC#N)cc1C	8	-2	-15	1	5	-4	-7	21
O=C(COC(=O)c1ccccc1NC(=O)c1ccco1)Nc1ncc(Cl)cc1Cl	7	4	7	-4	-1	1	-2	11
O=[N+]([O-])c1ccc(N2CCCC2)cc1NC(c1ccccc1)c1ccccc1	-7	-3	6	-7	2	10	-6	-2
CC(Sc1nnnn1C1CC1)C(=O)N1CC(=O)Nc2ccccc21 (stereo not given)	-5	-14	5	-4	-8	-4	5	-3
CCN(CC)S(=O)(=O)c1ccc(-c2cc(C(=O)OC)sc2C(F)(F)F)cc1	-12	-8	12	-7	9	0	6	-8
COc1ccc(C(NC(=O)C(C)C)c2ccc3cccnc3c2O)cc1 (stereo not given)	61*	0	-2	-8	9	51	-32	-22
O=C(NC1CC1)C1CCN(C2CCN(C(=O)CC3=CCCCC3)CC2)CC1	11	2	0	-3	-1	6	-12	7
O=C(NCCCc1ccncc1)C1CCC(=O)N(Cc2cccc(F)c2)C1 (stereo not given)	16	6	6	3	7	-5	-1	-8
O=C(N/N=C/c1cccnc1)c1ccccc1Br	-2	-11	-5	-1	10	-15	1	-9
COCC(=O)OC/C(O)=C(\C#N)c1nc2ccccc2[nH]1	5	-3	-2	-1	-7	3	4	12
COc1ccc(NC2CCCN(C(=O)c3cccc(C(F)(F)F)c3)C2)cc1OC (stereo not given)	-14	-4	-1	-8	-5	4	5	5
CCOc1ccc(NC(=O)CSc2nncc(=O)n2N)cc1	-3	4	9	-1	6	-23	1	13
c1ccc(-c2ccc(-c3ccncn3)cc2)cc1	-80	51*	-2	10	84*	-57	2	-114
COc1ccc(NC(=O)C2CCC(C(C)(C)C)CC2)cc1S(=O)(=O)N1CCOCC1 (stereo not given)	20	13	9	-1	0	26	10	21
C/C(=N/NC(=O)CNC(=O)COc1cccc(C)c1)c1ccco1	-4	-4	-17	-7	15	1	-1	-1
Cc1cccc(OCC(=O)OCC(=O)N2CCN(C(=O)c3ccco3)CC2)c1C	13	-8	-2	-2	-1	0	-1	1
COc1ccc(-c2n[nH]c(C)c2-c2cscn2)c(O)c1	4	0	-11	6	6	8	0	13
OC1(c2cccc(C(F)(F)F)c2)CCN(CCN2CCCCC2)CC1	-4	-12	4	7	-4	21	0	8
COc1cccc(/C=N/NC(=O)c2ccc(=O)[nH]n2)c1O	-15	25	-13	-9	-1	2	-15	-8
COc1ccc(C2CC(C(F)(F)F)n3ncc(C(=O)NCc4cccnc4)c3N2)cc1OC (stereo not given)	-6	-4	-1	7	1	7	-2	19
CCn1c(=NC(=O)c2ccc(S(=O)(=O)N3CCOCC3)cc2)sc2cccc(OC)c21	11	7	6	u	4	52	-1	-29
CCn1c(Cn2nnc(-c3ccccc3)n2)nnc1SCC(=O)Nc1ccccc1	0	2	-10	11	-2	-4	-10	20
CCOC(=O)c1ccc(NC(=O)Nc2ccc3c(c2)OCCO3)cc1	-14	-9	15	-4	-2	-14	-6	-31
CC(C)[C@H](NC(=O)CCn1nnc2ccccc2c1=O)C(=O)O	-5	0	2	-18	-3	2	-7	-14
COc1ccc(CN2CCN(Cc3cccn3-c3ncccn3)CC2CCO)c(C)c1C (stereo not given)	7	-2	-13	2	0	16	-8	16
O=C(c1cccc(OCc2ccccc2)c1)N1CCOCC1	-9	-4	-20	4	2	-7	-6	11
CC(NS(=O)(=O)CCNC(=O)c1ccccc1)c1ccccc1 (stereo not given)	7	13	2	3	0	1	2	15
S=C(Nc1ccc2c(c1)OCCO2)Nc1ccccc1Cl	-38	3	-13	-3	0	-13	3	-92
CCOC(=O)c1c(C)noc1-c1ccco1	10	0	5	-7	-2	-3	6	11
Cc1nnc(SCC(=O)N2CCCC2)n(N)c1=O	-1	6	-16	1	0	-20	-5	17
CC(=O)c1cccc(CN2CCC(n3nccc3NC(=O)CCCc3ccccc3)CC2)c1	12	7	8	5	4	17	2	5
CCc1c(C)nc2ncnn2c1N1CCCC(C(=O)Nc2ccc(NC(C)=O)cc2)C1 (stereo not given)	-10	3	-7	5	-1	32	2	28
Cc1ccc2[nH]c(=O)c(COC(=O)C3CCCO3)cc2c1 (stereo not given)	-4	0	-12	3	-3	-16	-2	-1
COc1ccc(Cl)cc1NC(=O)CSc1nnc(CNC(=O)c2ccco2)o1	14	-2	-2	4	8	-9	-3	11
Cc1c(NC(=O)CSc2ccccc2Cl)c(=O)n(-c2ccccc2)n1C	2	-2	-9	9	3	5	-13	21
CC(C)CN1C(=O)C(=O)N(CC(=O)NC(C)CCc2ccccc2)C1=O (stereo not given)	-1	-3	5	-4	-1	-17	-6	-7
CCOC(=O)c1ccc(N=c2ssnc2Cl)cc1	9	4	6	-3	3	4	-8	11
O=C(CNC(=O)c1cccs1)Nc1ccc2c(c1)OCCO2	-83	-6	6	-9	-7	-60	-4	-117
Oc1c(Br)cccc1/C=N/c1ncn[nH]1	-6	5	1	1	0	-3	10	-17
CCCCN(C)CCCNC(=O)C1(O)c2ccccc2NC(=O)N1c1ccc(Cl)cc1 (stereo not given)	17	6	2	8	11	13	0	9
CC(=O)NCCOc1c(C)cc(S(N)(=O)=O)cc1C	-8	-9	-3	-3	-3	-8	-1	6
CCOc1ccccc1N(CC(=O)O)S(=O)(=O)c1ccccc1	-20	-13	2	-15	0	1	3	0
O=C(Nc1nc2ccc(Cl)cc2s1)C1CCCO1 (stereo not given)	-63	13	-11	4	3	-111	2	-131
CC(NC(=O)C1CCCC1)C1CC2CCC1C2 (stereo not given)	-34	-2	-6	-6	2	-9	-4	-3
O=C(Cc1ccc(Cl)cc1Cl)Nc1ccncc1	32	-3	16	1	-3	51	3	-1
CC(C)C(NC(=O)c1ccc2c(c1)OCO2)C(=O)N/N=C/c1cccs1 (stereo not given)	12	-6	-3	-12	1	4	14	1
CCCOC(=O)Nc1c(C)cccc1C(C)C	-13	1	11	-5	8	-2	-10	-31
O=C(Nc1ccc(F)cc1F)c1noc2c1CCC2	-52	17	-7	1	53*	-30	-1	-42
CN(CC(=O)Nc1c(Cl)cccc1Cl)C(=O)Cn1[nH]c(=O)c2ccccc2c1=O	0	6	-17	0	3	-14	-4	19

Sorted by number of heavy atoms (falling): some entries from above.
SMILES	Jurkat NFkB inh	SENP8 inh	Apaf-1 inh	UBC13 polyUb	SENP7 inh	Gli-Sufu block	HKDC1 inhibitor	697 NFkB inh
CCCCN(C)CCCNC(=O)C1(O)c2ccccc2NC(=O)N1c1ccc(Cl)cc1 (stereo not given)	17	6	2	8	11	13	0	9
COc1ccc(Cl)cc1NC(=O)CSc1nnc(CNC(=O)c2ccco2)o1	14	-2	-2	4	8	-9	-3	11
CCOC(=O)c1ccc(N=c2ssnc2Cl)cc1	9	4	6	-3	3	4	-8	11
CC(NC(=O)C1CCCC1)C1CC2CCC1C2 (stereo not given)	-34	-2	-6	-6	2	-9	-4	-3

Just Jurkat NFkB inh and HKDC1 inhibitor, for some of the entries so far:
Molecule,Jurkat NFkB inh,HKDC1 inhibitor
CCOC(=O)c1ccc(N=c2ssnc2Cl)cc1,9,-8
Cc1c(NC(=O)CSc2ccccc2Cl)c(=O)n(-c2ccccc2)n1C,2,-13
Oc1c(Br)cccc1/C=N/c1ncn[nH]1,-6,10
COc1ccc(Cl)cc1NC(=O)CSc1nnc(CNC(=O)c2ccco2)o1,14,-3

Next records follow.
SMILES	Jurkat NFkB inh	SENP8 inh	Apaf-1 inh	UBC13 polyUb	SENP7 inh	Gli-Sufu block	HKDC1 inhibitor	697 NFkB inh
O=C(O)c1ccc(CSc2nc(-c3ccc(Cl)cc3)cc(C(F)(F)F)n2)cc1	-7	-6	21	2	-5	9	-2	-2
CC(C)CCCN1CCN=C1Nc1ccccc1	3	-13	5	1	8	-2	5	7
Cc1ccc2c(c1)N(CC(=O)NCCCN1CCCCC1)C(=O)CO2	-34	-3	2	-2	-2	1	-3	-3
CC(CCc1ccccc1)NC(=O)COC(=O)c1cccnc1Cl (stereo not given)	14	4	0	8	-2	9	-7	11
CC(=O)NCCC(=O)Nc1cc(F)ccc1C	14	5	-8	9	-1	2	-2	21
Oc1c(Cl)cc(Cl)cc1CNc1nc2ccccc2[nH]1	7	1	14	6	6	-2	8	-6
COc1cccc(CC(=O)NNC(=O)c2ccc3c(c2)OCO3)c1	2	-5	7	2	-5	3	-5	-6
COc1ccc(/C=C/C(=O)NC(C)(C)C)cc1S(=O)(=O)N1CCOCC1	-7	-6	3	-13	-1	2	5	3
CCOC(=O)/C(C#N)=C1/C=Cc2ccccc2N1CC	13	5	-1	-4	2	-75	-6	10
CN(C)S(=O)(=O)c1ccc(Cl)c(NC(=O)CN2CCCCCC2)c1	0	-1	-8	-6	0	4	6	23
CCOC(=O)c1cccc(C2=CC(=O)CC(C)(C)C2)c1	-15	4	-1	5	-4	-19	-2	8
CC1=NN(c2ccccc2)C(=O)/C1=C\N1CC(C)OC(C)C1 (stereo not given)	6	-9	-1	0	-2	98*	1	6
CN(C)S(=O)(=O)c1cccc(C(=O)Nc2cc(Cl)ccc2O)c1	-7	-14	2	7	-5	2	11	7
COc1ccc(CNc2nc(-c3ccccc3)nc3ccccc23)cc1OC	-4	6	10	13	2	-23	-1	6
CC(=O)NC(CC(=O)Nc1ccc(S(=O)(=O)N2CCCC2)cc1)c1ccccc1 (stereo not given)	-14	2	1	4	1	2	-7	23
COc1ccc(C(=O)N2CCn3c2nc2ccccc23)cc1	-18	1	-17	4	-3	-24	-4	-27
COc1cccc(OCCNc2cc(Cl)ccc2[N+](=O)[O-])c1	-17	-2	-8	-2	1	5	-4	-38
CC(C)C(OC(=O)c1cccs1)C(=O)NCc1ccc2c(c1)OCO2 (stereo not given)	-5	1	4	7	-3	6	-7	10
CC(C)C[C@H](NC(=O)N1CCn2c1nc1ccccc12)C(=O)NCCc1ccccc1	-16	-2	21	7	-2	12	-1	6
COc1cccc(CNC(=O)Cc2ccc(-c3ccccc3)cc2)c1	19	8	14	-4	1	-1	1	8
CCN1CCN(c2nc(Nc3ccccc3F)nc(N)c2[N+](=O)[O-])CC1	-22	-10	-3	-10	10	-18	-2	12
CCOC(=O)N1CC=C2C(C#N)=C(N)C(C#N)(C#N)[C@H](c3ccc(OC(C)C)c(OCC)c3)[C@H]2C1	2	-8	1	-8	9	1	3	-3
